Kir21 block – Kir2.1 (mouse) channel inhibition; AID 1672; HEK293-Kir2.1, FluxOR thallium flux fluorescence; active compounds read low; P35561; 310,000 compounds, 0.85% hits; B-score at 10 µM;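 active means fluorescence ratio B-score at or below minus 3 SD of library scores, with starting-brightness B-score within 2 SD, cut at about -4.2 in these data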;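 further: channel flux triggered by added potassium and thallium sulfate stimulus; B-score of peak minus minimum fluorescence over baseline after thallium stimulus; more negative B-score means stronger Kir2.1 block with less thallium influx; some compounds called inactive have numbers as strong as hits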
Target sequence (P35561 whole entry, looked up): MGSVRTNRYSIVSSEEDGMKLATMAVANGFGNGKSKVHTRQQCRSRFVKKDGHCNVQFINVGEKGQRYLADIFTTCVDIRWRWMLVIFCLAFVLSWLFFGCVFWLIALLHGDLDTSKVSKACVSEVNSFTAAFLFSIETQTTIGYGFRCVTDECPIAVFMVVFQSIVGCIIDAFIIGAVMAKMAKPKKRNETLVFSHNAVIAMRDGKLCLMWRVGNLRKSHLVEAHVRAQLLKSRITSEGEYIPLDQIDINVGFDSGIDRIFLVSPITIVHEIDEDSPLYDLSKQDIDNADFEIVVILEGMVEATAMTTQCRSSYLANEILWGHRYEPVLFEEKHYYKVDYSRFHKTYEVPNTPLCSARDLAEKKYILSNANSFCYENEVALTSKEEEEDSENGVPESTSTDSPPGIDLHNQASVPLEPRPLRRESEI
KCNQ2 block – KCNQ2 potassium channel inhibitors, primary screen, cell-based, CHO-K1, FluxOR thallium flux, B-score (AID 2156); B-score at 10 µM; 20 min; active compounds read low; 310,000 compounds, 1.1% hits; O88943;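 active means fluorescence ratio B-score at most minus 3 library SDs, with starting brightness B-score within 2 library SDs, cut at about -5.5 in these data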
* hit, by the source's call; i = inactive; & = joins results of further samples.

Values in the order: Kir21 block	KCNQ2 block
> CN(C)S(=O)(=O)c1cc(NC(=O)COC(=O)/C=C/c2ccco2)ccc1Cl
  0.1	i
> CCc1ccccc1NC(=O)CCCN1C(=O)c2cccnc2C1=O
  1.5	i
> O=C(Oc1c(-c2ccccc2)c(=O)n2c3c(cccc13)CC2)c1ccccc1
  -1.6	i
> CC(C)C[C@H]1C(=O)N2CCC[C@H]2[C@]2(O)O[C@](NC(=O)C3C=C4c5cccc6[nH]c(Br)c(c56)C[C@H]4N(C)C3)(C(C)C)C(=O)N12 (stereo partly specified)
  1.4	i
> CCCCN(C)Cc1cc(=O)oc2cc3c(cc12)CCCC3
  0.36	i
> O=C(NCc1ccco1)Nc1ccc(Br)cc1
  0.62	i
> COc1ccc(-c2cc(-c3ccccc3)nc(SCC(=O)Nc3ncc(C)s3)c2C#N)cc1
  0.05	i
> Cc1ccc(N/C=C2/Sc3ccccc3NC2=O)cc1
  1.6	i
> Cc1ccccc1CS(=O)(=O)CCC(=O)NCc1ccccn1
  -3	i
> COc1cccc(CNC(=O)c2cc3c(C)nc4ccccc4c3o2)c1
  0.92	i
> COc1ccc(-c2csc(NC(=S)NC(=O)c3cccs3)n2)cc1OC
  1.2	i
> CC(=O)NC1C(OCc2ccccc2)OC2COC(C)(C)OC2C1O (stereo unspecified)
  0.01	i
> CC(NC(=O)c1ccco1)C(=O)NC(C)c1cc(F)c(Cl)cc1Cl (stereo unspecified)
  -0.69	i
> Cc1cccc(N2CCN(C(=O)/C=C/c3cccs3)CC2)c1C
  1.6	i
> CN(C)C(=O)c1cn(CCC#N)nc1-c1ccc2ccccc2c1
  -0.54	i
> COc1cc(CCC(=O)OCC(=O)Nc2ccc(Br)cc2F)cc(OC)c1OC
  0.12	i
> COc1ccc(/C=N/c2sc3c(c2C#N)CCN(Cc2ccccc2)C3)c(O)c1
  -0.94	i
> COc1cccc(Oc2ccc(N)cn2)c1
  -1.1	i
> CCOc1ccc(Nc2nc(NCC(=O)O)nc(N)c2[N+](=O)[O-])cc1
  0.13	i
> COc1ccccc1N1CCN(c2cc(=O)n(-c3ccc(Cl)cc3)c(=O)[nH]2)CC1
  0.16	i
> O=C(CCNC(=O)c1ccccc1Cl)NCC(c1ccc(F)cc1)N1CCOCC1 (stereo unspecified)
  0.76	i
> COc1cc2c(cc1OC)CN(Cc1cccs1)CC2
  1.7	i
> Cc1cc(C)nc(CCNC(=O)c2cc(COc3ccc(F)cc3Cl)on2)n1
  -0.63	i
> COc1cccc(-n2c(CN3CCN(c4ccccc4)CC3)nc3ccc([N+](=O)[O-])cc3c2=O)c1
  -0.64	i
> COc1ccc(CC2(CO)CCN(C(=O)NCc3ccccc3)CC2)cc1
  0.17	i
> COCc1[nH][nH]c(=O)c1C=Nc1ccc(OC(F)(F)F)cc1
  -4.8	i
> CCCCC1=CC2=CC(=O)C(C)(OC(=O)CC)C(=O)C2=CN1Cc1ccc2c(c1)OCO2 (stereo unspecified)
  2	i
> Cc1onc(-c2c(Cl)cccc2Cl)c1C(=O)N=S(C)(=O)c1ccccc1 (stereo unspecified)
  -0.09	i
> CSCC(=O)NC1CCCc2c1cnn2-c1cc(F)cc(F)c1 (stereo unspecified)
  -0.01	i
> CCCC(=O)Nc1c(-c2ccc(C)cc2)c(=O)c2ccccc2n1C
  -0.16	i
> COc1cc(/C=N/S(=O)(=O)CCc2ccccc2)cc(OC)c1O
  -0.01	i
> COc1cc(C2C(C#N)=C(C)NC(C)=C2C#N)cc(OC)c1OC
  -0.05	i
> Cc1ccc(NC(=O)CN2C(=O)CCSc3ccc(S(=O)(=O)N4CCCC4)cc32)cc1C
  0.83	i
> COc1ccccc1N(Cc1cc(=O)[nH]c2ccccc12)C(=O)c1ccc([N+](=O)[O-])cc1
  -2.3	i
> Cc1ccc2c(c1)/C(=N/O)CCS2
  0.38	i
> O=C(O)CCCNC(=O)CC1S/C(=N/N=C/c2ccccc2O)NC1=O (stereo unspecified)
  -1.2	i
> CCC(C)NC(=O)Cc1c(C)c2cc3c(cc2oc1=O)OC(C)(C)CC3 (stereo unspecified)
  -0.47	i
> CC1CCCC(C)N1C(=O)C1CC(c2ccc(F)cc2)=NO1 (stereo unspecified)
  0	i
> O=C(c1ccc(Cl)c(F)c1F)N1CCCC1
  -2	i
> COc1cccc(C(=O)Nc2ccc3c(cc2=O)[C@@H](NC(C)=O)CCc2cc(OC)c(OC)c(OC)c2-3)c1
  1.7	i
> Cc1nn(C)c(C)c1CNC(=O)Nc1ccc2c(c1)OCO2
  1.1	i
> COc1ccc2nc(CC(C)(C)CC(=O)O)c[n+]([O-])c2c1
  0.66	i
> CCOC(=O)N1CCC(NC(=O)c2cc(C(=O)Nc3cccc(C(F)(F)F)c3)ccc2CO)CC1
  0.99	i
> O=S(=O)(c1ccc(Br)cc1)N1CCCN(Cc2cccc(F)c2)CC1
  -1.2	i
> C=CCC1(CC=C)CCCN1Cc1nc(COc2ccccc2)no1
  1.1	i
> CC(NCC(c1ccco1)N1CCCCC1)C(=O)NC1CCCC1 (stereo unspecified)
  0.71	i
> Cc1ccc(/C(O)=C2/C(=O)C(=O)N(c3ccccn3)C2c2cccc([N+](=O)[O-])c2)cc1 (stereo unspecified)
  -0.32	i
> CCOc1ccc(NC(=O)c2cn(CC(C)C)c(=O)c3c2c2ccccc2n3C)cc1
  -0.96	i
> N#C/C(=C(/O)c1ccco1)c1nc2ccccc2s1
  2&0.28	i
> CN1CCc2c(sc3c2c(=O)n(-c2ccccc2)c2nncn32)C1
  1	i

The list continues.
Values in the order: Kir21 block	KCNQ2 block
> Cc1cccc(C(=O)N/N=C/C(C)Cc2ccc3c(c2)OCO3)c1 (stereo unspecified)
  0	i
> Cc1ccc(C)n1CCN1CCN(C(=O)c2ccc(Cl)cc2)CC1
  0.88	i
> O=C(NCc1ccccc1)c1cccc(S(=O)(=O)N2CCOCC2)c1
  0.95	i
> CCN(CC)c1ccc(NC(=O)c2ccco2)cc1
  0	i
> CC(=O)N/N=C(/c1ccccc1)C(O)c1ccccc1 (stereo unspecified)
  0.41	i
> O=C(/C=C/c1ccccc1)N1CCC(Cc2ccccc2)CC1
  -0.06	i
> Cc1nc2c(-c3ccc(F)cc3)c(C)nn2c(C)c1CCC(=O)N1CCC(Cc2ccccc2)CC1
  0.45	-6.1*
> CCCCn1c(=O)[nH]c(=O)c2c1nc(-c1ccc(OCCC)c(OCC)c1)n2C
  0.35	i
> Cc1n[nH]c(C)c1N=Nc1cc(Cl)ccc1Cl
  -1.5	i
> CC1CCC(C(C)C)C(OC(=O)CSc2nc(N)cc(=O)[nH]2)C1 (stereo unspecified)
  -3.6	i
> COc1cc2c(C)nc(C)c(C#N)c2cc1OC
  1.4	i
> COc1ccc(CNC(=O)COC(=O)CCc2nc3ccccc3c(=O)[nH]2)cc1
  -0.11	i
> COc1ccc(N2C(=O)NC3CC2(C)Oc2ccc(Br)cc23)cc1OC (stereo unspecified)
  -0.09	i
> COC(=O)c1cc(Br)c(=O)n(CC(C)C)c1
  -0.44	i
> CCC(=O)c1cn(CC(=O)Nc2ccccc2Cl)c2ccccc12
  0.7	i
> CC(C)(Oc1ccc(Cl)cc1)C(=O)N/N=C/c1cn[nH]c1-c1ccccc1
  0.57	i
> COc1ccccc1OCCNC(=O)c1ccc(C(C)(C)C)cc1
  -0.53	i
> CC(=O)Nc1ccc(C(=O)CSc2nnnn2C2CCCC2)cc1
  0.07	i
> O=C(CCCc1ccccc1)Nc1cccnc1
  0.02	i
> Cc1cccc(CSc2ccc3nnc(-c4cccs4)n3n2)c1
  0.04	i
> O=C(Cn1c(=O)oc2cc(S(=O)(=O)NCc3ccccc3)ccc21)NCc1ccco1
  1.6	i
> CSc1ccc(S(=O)(=O)Nc2ccc3c(c2)OCCO3)cc1
  -0.58	i
> COc1cccc(NC(=S)N2CCN(C(c3ccccc3)c3ccccc3)CC2)c1
  -0.19	i
> C#CCOCCOCCOCCNc1nc(N2CCN(C(=O)[C@H](CCCCN)n3cc([C@@H](N)CC(C)C)nn3)CC2)nc(N2CCN(C(=O)[C@H](Cc3ccc(O)cc3)n3cc([C@@H](N)CC(C)C)nn3)CC2)n1
  0.46	i
> Cc1ccc(S(=O)(=O)CC(C)(O)CS(=O)(=O)c2ccc(C)cc2)cc1
  0.26	i
> COc1ccccc1C(=O)Nc1cc(C)on1
  -0.22	i
> COc1ccc(C(=O)C2CCCN(C(=O)Cn3cncn3)C2)cc1OC (stereo unspecified)
  2.5	i
> COc1ccc(CN2C(=O)c3cccnc3C2=O)cc1S(=O)(=O)N1CCCC(C)C1 (stereo unspecified)
  -0.48	i
> CCC(C)C(=O)N1c2ccccc2C(=C2SC(C(=O)OC)=C(C(=O)OC)S2)C(=S)C1(C)C (stereo unspecified)
  -0.09	i
> COC(=O)N[C@H](c1ccccc1)[C@@]1(C)C[C@@H]1[C@@H](C)C(=O)Nc1ccc2ccccc2c1
  0.68	i
> Cc1sc2nc(COC(=O)C(NC(=O)c3ccc(Cl)cc3Cl)C(C)C)[nH]c(=O)c2c1C (stereo unspecified)
  0.28	i
> CCn1cc(C(=O)O)c(=O)c2cc(F)c(N3CCN(C(=S)Nc4ccc(OC)cc4)CC3)cc21
  -0.46	i
> Cc1ccc(CNn2cnnc2SCC(=O)NC(C)(C)C)cc1
  -0.12	i
> CN=C1S/C(=C\c2ccc(SC)cc2)C(=O)N1C
  0.1	i
> COc1ccccc1NC(=O)CC(c1ccc(F)cc1)c1ccco1 (stereo unspecified)
  -0.25	i
> COc1ccc(CCNC(=O)Cn2c(=O)n(-c3ccc(C)c(F)c3)c(=O)c3sccc32)cc1OC
  -0.78	i
> O=C(NCCN1CCCCC1)c1ccc(/C=N/O)nc1
  0.72	i
> CN(C)c1ccc(NC(=O)c2cnsn2)cc1
  0.12	i
> Cc1c(NC(=O)C(C)OC(=O)c2ccc(Cl)nc2)c(=O)n(-c2ccccc2)n1C (stereo unspecified)
  -0.73	i
> Cc1c(C)n(CC(O)CNc2ccccc2)c2ccccc12 (stereo unspecified)
  -1.8	i

Of the compounds above, two contain a CF3 group:
Values in the order: Kir21 block	KCNQ2 block
> COCc1[nH][nH]c(=O)c1C=Nc1ccc(OC(F)(F)F)cc1
  -4.8	i
> CCOC(=O)N1CCC(NC(=O)c2cc(C(=O)Nc3cccc(C(F)(F)F)c3)ccc2CO)CC1
  0.99	i

The results go on.
Values in the order: Kir21 block	KCNQ2 block
> CCCCn1ccc(=O)c2c(C(F)(F)F)nccc21
  -0.09	i
> COC(=O)c1cc(OC)c(OC)c(OC)c1N
  -0.15	i
> Cn1c(Oc2ccc(Cl)cc2)c(C=O)c2ccccc21
  0.01	i
> COC(=O)Cc1nc2ccccc2[nH]1
  0.02	i
> COc1ccc(Nc2nc(Cl)nc(Nc3ccc(OC)cc3OC)n2)c(OC)c1
  3	i
> Cn1c(CN2CCCCC2)nc2cc(NC(=O)c3ccccc3)ccc21
  -0.15	i
> CC(C)Nc1nc(Oc2ccc(=O)n(-c3ccccc3)n2)nc(N(C)C)n1
  1	i
> CCCCCCc1nnc(N)s1
  0.96	i
> COc1ccc(C(=O)NCC(=O)OCc2ccc(Br)cc2)cc1
  -0.86	i
> Cc1c(OCC(=O)Nc2cccnc2)ccc2c3c(c(=O)oc12)CCC3
  -1.5	i
> CC1(c2ccc3ccccc3c2)NC(=O)N(CC(N)=O)C1=O (stereo unspecified)
  -2.4	i
> COC(=O)C(C)Oc1ccc(-c2nccc(-c3cccs3)n2)cc1 (stereo unspecified)
  0.05	i
> Cn1c(SCC(=O)N2CCc3ccccc32)nnc1-c1ccc(S(=O)(=O)N2CCCC2)cc1
  -0.4	i
> CC1CCCCN1CCCNC(=O)c1nn(C)c2c1CSc1ccccc1-2 (stereo unspecified)
  -0.69	i
> O=C(COC(=O)CSc1ccc2ccccc2c1Br)NC1CC1
  2.2	i
> CCCn1c2ccccc2c2cnn(CC(=O)O)c(=O)c21
  -1	i
> Cc1ccc(SCCNC(=O)CN2C(=O)c3ccccc3S2(=O)=O)cc1
  -1.1	i
> S=C(NCc1cccnc1)Nc1cc(Cl)cc(Cl)c1
  -0.04	i
> CCC(C)(C)NC(=O)c1ccc(Sc2nncn2C)c([N+](=O)[O-])c1
  1.6	i
> CO/N=C\Cc1oc(=O)c(NC(=O)c2ccccc2)cc1C(=O)OC
  -0.09	i

Compound profiles, as listed above. Order of screens: Kir21 block | KCNQ2 block
`CCC(C)(C)NC(=O)c1ccc(Sc2nncn2C)c([N+](=O)[O-])c1` in the list: 1.6 | i
`CC1(c2ccc3ccccc3c2)NC(=O)N(CC(N)=O)C1=O` (stereo unspecified) in the list: -2.4 | i
`S=C(NCc1cccnc1)Nc1cc(Cl)cc(Cl)c1` in the list: -0.04 | i
`CCCn1c2ccccc2c2cnn(CC(=O)O)c(=O)c21` in the list: -1 | i
`CO/N=C\Cc1oc(=O)c(NC(=O)c2ccccc2)cc1C(=O)OC` in the list: -0.09 | i

(next part)
Values in the order: Kir21 block	KCNQ2 block
> Cc1c(C(=O)N2CCCC(C)C2)sc2ncnc(N3CCCCC3C)c12 (stereo unspecified)
  0	i
> COc1cc(C2CC(=O)Nc3ccccc3S2)cc(OC)c1OC (stereo unspecified)
  0	-8.5*
> O=C(c1ccco1)N1CCN(Cc2nnnn2CCc2ccccc2)CC1
  1.6	i
> COc1cc(SC)ccc1C(=O)Nc1ccc2c(c1)CCC2
  2.3	i
> Cc1ccnc2nc(C(=O)NC3CCCc4ccccc43)nn12 (stereo unspecified)
  0.43	i
> COc1ccc(Nc2nc(C)cc(C)c2C(N)=O)cc1
  1.5	i
> Cc1ccc(N(C(=O)c2csnn2)C(C(=O)NCc2ccccc2)c2cccnc2)cc1 (stereo unspecified)
  -1.2	i
> COc1ccc([N+](=O)[O-])cc1NCc1cccc([N+](=O)[O-])c1
  0.71	i

Compound activity deposited in PubChem by Johns Hopkins Ion Channel Center.
